# Assay outcomes: PubChem, several laboratories
# Exocytosis inh: lytic granule exocytosis inhibition. TALL-104 LAMP-1 surface exposure, flow cytometry; cells stimulated with thapsigargin and PMA. inhibition, % at 10 µM. actives 0.66% (n = 360,000). AID 651702;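 active means inhibition above about 55%, limit read from the data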
# PDI turbidity: blocks human protein disulfide isomerase activity; actives 0.052% (n = 350,000); inhibition, % at 10 µM; PDI insulin aggregation turbidity, A650, 90 min;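 active means mean inhibition across replicates of 30% or more, whatever share of single replicates reach that level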;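 further: absorbance from insulin aggregation driven by PDI reduction with DTT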
# ABCB6 inh 2: blocks the human ABCB6 transporter; Q9NP58; K562-ABCB6 porphyrin accumulation, flow cytometry, 1 h; hits give low values; fluorescence ratio to DMSO, % at 10 µM; actives 0.19% (n = 360,000);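 active means fluorescence ratio to DMSO below 75%, the collection mean minus 3 SD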;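 further: signal is porphyrin accumulated inside mitochondria; 100% equals median channel fluorescence of DMSO control wells; lower ratio means ABCB6 inhibition with less porphyrin fluorescence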
# Target sequence (Q9NP58 whole entry, looked up): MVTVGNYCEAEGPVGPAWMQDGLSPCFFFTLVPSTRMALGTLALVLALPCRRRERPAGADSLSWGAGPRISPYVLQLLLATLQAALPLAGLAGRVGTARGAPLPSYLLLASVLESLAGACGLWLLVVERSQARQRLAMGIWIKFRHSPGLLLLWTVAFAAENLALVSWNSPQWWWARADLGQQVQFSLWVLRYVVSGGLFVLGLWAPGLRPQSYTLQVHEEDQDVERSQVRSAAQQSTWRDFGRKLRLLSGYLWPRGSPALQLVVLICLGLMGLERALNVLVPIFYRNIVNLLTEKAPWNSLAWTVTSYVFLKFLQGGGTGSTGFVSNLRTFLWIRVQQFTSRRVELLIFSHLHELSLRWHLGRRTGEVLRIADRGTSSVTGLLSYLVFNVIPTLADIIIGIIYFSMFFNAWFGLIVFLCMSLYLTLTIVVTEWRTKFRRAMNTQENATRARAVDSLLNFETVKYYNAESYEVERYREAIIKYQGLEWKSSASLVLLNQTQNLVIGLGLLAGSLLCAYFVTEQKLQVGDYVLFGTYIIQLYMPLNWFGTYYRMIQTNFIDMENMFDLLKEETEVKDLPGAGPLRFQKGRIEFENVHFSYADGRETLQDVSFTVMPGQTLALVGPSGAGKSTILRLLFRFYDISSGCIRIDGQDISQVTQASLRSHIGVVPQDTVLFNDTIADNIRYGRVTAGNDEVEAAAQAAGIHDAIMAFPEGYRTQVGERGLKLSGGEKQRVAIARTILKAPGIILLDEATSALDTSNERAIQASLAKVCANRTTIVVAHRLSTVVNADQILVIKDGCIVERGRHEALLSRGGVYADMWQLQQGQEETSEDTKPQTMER
# hiPSC survival: enhancers of human iPSC single-cell survival. hiPSC single-cell survival, ATPlite luminescence; 100% = ROCK inhibitor wells, 0% = DMSO. survival enhancement, % at 20 µM. actives 0.044% (n = 360,000); in the data active means survival enhancement above about 18%;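 further: cells exposed to compounds for 16 hours before the ATP read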
# N-glyco inh: N-linked glycosylation inhibition; D54 ERlucT glycosylation luciferase reporter, 24 h; percent of 100 nM tunicamycin response; reporter increase, % at 12.5 µM; actives 0.23% (n = 360,000); AID 588692;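 active means mean luciferase reporter signal, scaled so untreated is 0 and the glycosylation-blocking control 100, at or above a set limit in every replicate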;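 further: luciferase carries N-glycosylation sites so blocking glycosylation raises the light; 0% = median of neutral control wells and 100% = median of 100 nM tunicamycin wells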
# HTR2A ag: mouse HTR2A agonism via beta-arrestin recruitment. P35363. actives 0.66% (n = 360,000). CHO-K1 mHTR2A beta-arrestin complementation, luminescence; percent of 30 µM serotonin response. activation, % at 7.6 µM;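 active means activation above a run cutoff, the mean activation of all tested compounds plus 3 SD, cut at about 14% in these data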;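 further: 0% = plate median of compound wells and 100% = 30 µM serotonin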
# H9c2 protect: modulators protecting cardiomyocytes from myocardial damage; H9c2 cardiomyocytes, H2O2 injury protection, ATPLite, 2 h; protection from H2O2 cell death, % at 20 µM; actives 0.63% (n = 360,000); AID 588492;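 active means compounds giving at least 50% protection of heart cells from peroxide-induced death in the single-dose screen, raw or plate-pattern-corrected value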;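 further: 0% = DMSO wells with peroxide and 100% = DMSO wells without peroxide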
# aDG glyco up: alpha-DG glycosylation activation; Pro5-aDG cells, alpha-DG glycosylation AlphaScreen (IIH6); 0% Pro5, 100% B10-LARGE cell signal; actives 0.22% (n = 360,000); activation, % at 10 µM;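 active means activation of at least 8% versus controls, or a plate z-score of at least 8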;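 further: Pro5 are CHO cells carrying HIG-tagged alpha-DG that lacks glycosylation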
# Vif imaging: inhibitors of HIV Vif. HEK293T cells, Vif self-association by quenched fluorescence, imaging, 24 h. inhibition, % at 7.49 µM. actives 0.35% (n = 340,000). AID 602346; in the data active means inhibition above about 50%, passing the limit was not always enough; further: some results filed as inactive read as strong as hits
# CaV13 FRET inh: Disruptors of the CACNA1D IQ motif to Ca2+-dependent inactivation inhibitor domain association, primary screening, Förster resonance energy transfer in intact living …; AID 743397; actives 0.098% (n = 340,000); inhibition, % at 12.3 µM; HEK cells, CFP/YFP FRET ICDI-IQ, plate reader, 10 min; percent FRET-ratio fall versus neutral wells;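 active means mean replicate inhibition of at least 30% and at least 1% of replicates passing that level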;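 further: 0% = median of the neutral control wells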
# Numbers without * were called inactive; · = no result given.
SMILES,Exocytosis inh,PDI turbidity,ABCB6 inh 2,hiPSC survival,N-glyco inh,HTR2A ag,H9c2 protect,aDG glyco up,Vif imaging,CaV13 FRET inh
Cc1cccc(OCCNc2ncccc2[N+](=O)[O-])c1,4,-4,95,1.2,0,-2,-11,-0.5,1,-5
CC(C)C(=O)n1nc(-c2cccnc2)nc1NCc1cccs1,1,6,93,0.1,0,-2,-2,-0.3,-13,-3
C[C@@H]1CN([C@H](C)CO)C(=O)CCCn2cc(nn2)CO[C@H]1CN(C)C(=O)OCc1ccccc1,7,-6,102,-1.2,2,-3,6,0.2,-12,-3
Nc1nnc(-c2ccc(Cl)cc2)o1,-3,11,93,1.9,0,4,1,-0.1,-10,-6
C=CCNC(=S)NNC(=O)c1csc(C)c1C,-4,9,100,-1.0,2,1,9,0.3,-1,-3
COc1ccccc1Nc1ccc(C(=O)O)cc1[N+](=O)[O-],-6,-6,100,0.6,2,1,-4,0.0,4,3
CN(C)CCCNC(=O)C[C@H]1C[C@H](C(=O)N2CCOCC2)[C@@]2(CCC3CCCC3)c3[nH]c4cc(-c5ccco5)ccc4c3CCN2C1=O,1,13,99,-2.2,-5,2,-7,0.7,·,-5
CCOC(=O)c1c(NC(=O)COC(=O)CCS(=O)(=O)c2ccc(C)cc2)sc(C)c1C,-3,-5,96,0.2,12,-2,-7,0.2,-3,-5
O=C(CCN1C(=O)c2cccc3cccc(c23)C1=O)N1CCN(Cc2ccc3c(c2)OCO3)CC1,-3,3,102,1.7,-1,-1,13,2.5,-16,-5
C/C(=N\NC(=O)c1cnccn1)c1ccc([N+](=O)[O-])cc1,0,1,97,0.2,3,0,2,0.0,-10,-1
CC(C)n1nc(C(=O)OCn2nnc3ccccc3c2=O)c2ccccc2c1=O,10,-3,104,0.3,0,-3,0,-0.2,8,-5
N#CC1(NC(=O)COC(=O)c2ccc(Cl)nc2)CCCCC1,-4,4,96,-0.3,3,6,9,-0.2,-5,-4
CCOc1ccc(S(=O)(=O)N2CCCC2)c2ccccc12,-9,-6,97,2.6,-2,2,-4,0.2,-6,-5
COc1ccccc1/C=C/C(=O)NCC(=O)N/N=C/c1cc(Br)ccc1OC,12,-3,103,0.2,2,-7,98*,1.6,2,·
Cc1c(C(=O)N2CCOCC2)[nH]c2ccc(OCc3ccccc3)cc12,-1,-2,95,-1.3,-1,-2,-7,0.2,5,-4
CCN(CC)CCN(C(=O)C1CCCCC1)c1nc2cc3c(cc2s1)OCO3,-10,3,100,-0.2,-2,-13,1,0.0,0,-2
Cc1c(C(=O)N2CCC2)oc2c(F)cccc12,7,1,96,4.6,0,5,-4,0.1,26,-10
Nc1ccc(C(=O)Nc2cccc(NC(=O)c3ccc(N)cc3)c2)cc1,-1,4,98,0.2,-1,-7,-1,-0.2,11,-6
O=C(CCNS(=O)(=O)c1ccc(Cl)cc1)OCC(=O)c1ccc[nH]1,0,-6,100,-0.7,-1,-6,-2,-0.1,-4,-2
Cc1onc(-c2ccccc2Cl)c1C(=O)Nc1ccc(Br)cc1,2,-2,98,-0.7,0,-3,0,0.1,1,-7
Cc1cc(-c2nnc(-c3cc4ccccc4oc3=O)o2)c(C)n1-c1ccccc1,-4,16,102,-0.2,3,0,21,-0.1,1,-6
O=C(NCc1cccs1)C1CCCN1C(=O)Nc1cccc(Cl)c1 (configuration not stated),0,5,98,-0.8,2,-1,1,-0.1,23,4
COc1ccc(/C=N/OCC(=O)NCC(C)C)c(OC)c1,2,-1,97,1.2,2,6,11,0.4,-1,-3
CCOc1cc(/C=C/c2cc(C(F)(F)F)[nH]c(=O)n2)ccc1O,1,-7,102,-1.0,-2,-4,2,0.5,1,-13
Cc1ccc(S(=O)(=O)Nc2cccc(C(=O)NCc3ccc(S(N)(=O)=O)cc3)c2)cc1,-8,0,99,-0.4,0,-2,-8,-0.1,9,-5
# Next part.
SMILES,Exocytosis inh,PDI turbidity,ABCB6 inh 2,hiPSC survival,N-glyco inh,HTR2A ag,H9c2 protect,aDG glyco up,Vif imaging,CaV13 FRET inh
Cc1ccc2c(c1)c1c(n2CC(O)Cn2c(C)nc3ccccc32)CCCC1 (configuration not stated),5,6,100,0.4,0,7,14,0.1,-13,-7
CN1C(=O)/C(=C/c2ccccc2F)Sc2ccc(C(=O)N3CCCC3)cc21,0,-3,101,-0.6,-3,-6,-5,0.6,-20,-8
C=CCNS(=O)(=O)c1cc2c3c(c1)CCN3C(=O)CC2,-1,0,97,-0.5,0,8,1,-0.1,10,-3
C[C@@H]1CN(S(=O)C(C)(C)C)[C@H](CCO)/C1=C\c1ccccc1 (some centres not stated),1,-12,102,7.6,1,1,-5,0.1,·,-6
O=C(Nc1ccc(Br)cc1C(=O)O)c1ccc2c(c1)C(=O)N(Cc1ccccc1)C2=O,0,-9,98,0.2,3,15*,-9,-0.4,-1,-4
CCn1c2ccccc2c2cc(C3C(C#N)=C(C)NC(C)=C3C#N)ccc21,2,0,94,3.3,-1,-3,-4,0.0,32,-4
CC1(C)Cc2c(sc3c2c(=N)n(Cc2ccco2)c(=O)n3CC(=O)Nc2ccccc2)CO1,-2,7,106,-0.9,0,1,4,0.5,11,-1
CCn1c(=O)c(C(=O)Nc2ccccn2)c(O)c2ccccc21,-3,9,96,-1.4,0,2,-10,-0.3,2,-5
O=C(c1cc2c(s1)CCC2)N1C(=O)c2ccccc2S1(=O)=O,2,19,102,-2.9,0,9,7,0.0,12,-5
CCc1ccc(C(=O)NNc2cc(Cl)ccc2Cl)cc1,1,0,109,0.4,-2,-4,-8,0.0,-8,-4
Cc1cc(C)c(NC(=O)OCCN2CCOCC2)c(C)c1,0,-1,101,-3.2,0,2,11,0.4,14,·
COc1ccc(OCCNC(=O)c2ccc3nc(C)c(N(C)Cc4ccc(NC(C)=O)cc4)n3c2)cc1,2,-10,95,1.1,2,5,-8,-0.2,10,-10
O=c1oc(Nc2cccc(F)c2)nc2ccccc12,0,-7,104,2.2,-9,-5,-19,1.1,·,·
Cc1cc(O)c2c(C)c(CC(=O)N3CCN(C(=O)C4COc5ccccc5O4)CC3)c(=O)oc2c1 (configuration not stated),3,-4,99,-0.1,-1,1,44,2.2,6,-16
O=C(c1ccc([N+](=O)[O-])s1)N1CCN(c2ncccn2)CC1,1,8,96,1.1,3,-1,3,0.8,0,-16
COc1ccc(-n2nnnc2C(C2CC2)N2CCN(C/C=C/c3ccccc3)CC2)cc1 (configuration not stated),1,·,102,1.3,-1,10,8,0.5,-1,-5
CCOC(=O)N1CCN(C(=O)c2cc(COc3cccc(C(F)(F)F)c3)on2)CC1,-4,-7,103,0.5,·,4,1,-0.3,·,-3
CC(=O)C1C(c2ccc(Cl)cc2)c2c(noc2C)CC1(C)O (configuration not stated),10,6,93,1.0,1,1,6,0.0,27,-5
Cc1ccc(C(O)CN2C3=NCCN3c3ccccc32)cc1 (configuration not stated),-1,-8,98,-5.0,-8,-9,8,0.0,2,·
O=C(COc1cccnc1[N+](=O)[O-])Nc1cccc2ccccc12,5,-1,109,0.2,-1,-17,10,-0.2,-12,·
Cc1nc(SCC(=O)NCC(F)(F)F)c2c(-c3cccs3)csc2n1,-10,-6,89,-1.7,1,1,-26,1.4,-4,-4
O=C(N/N=C/c1cccc(O)c1)c1ccc(NC(=O)c2cccc([N+](=O)[O-])c2)cc1,-12,7,88,0.6,-1,1,38,0.3,5,-2
O=C(c1cc2cc([N+](=O)[O-])ccc2oc1=O)n1cccn1,8,-2,129,-0.3,1,0,0,0.0,26,-9
COc1ccccc1Cc1c(-c2ccc(OC)c(OC)c2)nc2c(C)cc(Br)cn12,-2,·,107,-1.1,-1,-2,-6,-0.1,·,-7
CC1(C)CC[C@]2(C(=O)O)CC[C@]3(C)C(=CC[C@@H]4[C@@]5(C)CC[C@H](O)C(C)(C)[C@@H]5CC[C@]43C)[C@@H]2C1,21,-2,95,-0.5,-3,12,-2,0.0,2,-5
# The list goes on.
SMILES,Exocytosis inh,PDI turbidity,ABCB6 inh 2,hiPSC survival,N-glyco inh,HTR2A ag,H9c2 protect,aDG glyco up,Vif imaging,CaV13 FRET inh
COc1ccccc1C1CC(c2ccccc2)=NN1C(=O)c1ccccc1 (configuration not stated),-1,4,92,-0.9,-2,3,2,0.1,-8,-4
COCCOC(=O)C1=C(C)N=C2SCCC(=O)N2C1c1cccc(Br)c1 (configuration not stated),1,5,99,-0.7,-2,4,1,-0.1,-2,-6
COCC(C)n1c(C)cc(C(=O)COC(=O)c2ccc3c(c2)NC(=O)CS3)c1C (configuration not stated),1,-6,100,0.3,-4,2,-3,-0.3,-12,-19
CC1(CCc2ccccc2)NC(=O)N(Cc2nnc(-c3ccccc3Br)o2)C1=O (configuration not stated),-13,3,101,0.2,0,-5,-16,0.4,-16,-5
Cc1noc(C)c1NC(=O)Nc1ccc2c(c1)C(=O)N([C@@H](C)CO)C[C@@H](C)[C@H](CN(C)C(=O)Nc1cccc3ccccc13)OCCCC[C@H](C)O2,5,-8,97,2.3,-1,0,7,-0.1,-3,-4
COc1ccc(-c2cc(C(F)F)n3ncc(C(=O)N4CCSCC4)c3n2)cc1,-4,-6,97,-0.2,7,0,-5,0.5,7,·
COc1ccc(CCN(C)C2CCCN(C(=O)c3ccnn3C)C2)cc1OC (configuration not stated),32,5,99,-0.1,1,-5,2,0.0,6,-4
CC(=O)c1sc(NC(=O)C2=NN(c3ccccc3)C(=O)CC2)nc1C,1,3,94,-0.5,1,14,1,-0.2,-15,-3
CCCCn1c(SCc2nc(N)nc(N3CCCCC3)n2)nc2c1c(=O)n(C)c(=O)n2C,-1,2,102,0.3,2,-3,12,0.1,·,-5
Cc1ccc(S(=O)(=O)c2cc3c(=O)n4ccccc4nc3n(C3CCCCC3)c2=N)cc1,-3,4,98,0.8,0,-2,-12,-0.8,13,·
N#C/C(=C\c1ccccc1O)C(=O)Nc1cccnc1,-2,-8,94,-0.8,-5,1,0,-0.1,-8,-4
C=CCNc1nc(-c2ccc3c(c2)OCCO3)cs1,2,12,115,-0.1,-5,2,-13,0.0,-7,·
CCN(CC)CCCNC(=S)N(Cc1cccs1)Cc1cc2cc3c(cc2[nH]c1=O)OCCO3,2,3,91,1.2,1,0,19,0.0,·,-5
CCN1CCN(C(CNS(=O)(=O)c2cccs2)c2cccnc2)CC1 (configuration not stated),3,6,98,0.2,1,2,3,0.0,5,-4
O=C1C=C(c2ccc(C(=O)O)c(Cl)c2)C[C@@H](c2ccc3c(c2)OCO3)C1,1,-4,99,7.5,2,0,-1,0.0,-5,-11
COc1cc(/C=N\NC(=O)c2nonc2N)c(OC)cc1Br,4,4,102,4.8,22,-3,-1,-0.2,-3,-6

# Some of the entries so far, with values under each structure:
# Every second line gives: Exocytosis inh	PDI turbidity	ABCB6 inh 2	hiPSC survival	N-glyco inh	HTR2A ag	H9c2 protect	aDG glyco up	Vif imaging	CaV13 FRET inh
> COc1ccccc1C1CC(c2ccccc2)=NN1C(=O)c1ccccc1 (configuration not stated)
    -1	4	92	-0.9	-2	3	2	0.1	-8	-4
> COCCOC(=O)C1=C(C)N=C2SCCC(=O)N2C1c1cccc(Br)c1 (configuration not stated)
    1	5	99	-0.7	-2	4	1	-0.1	-2	-6
> COCC(C)n1c(C)cc(C(=O)COC(=O)c2ccc3c(c2)NC(=O)CS3)c1C (configuration not stated)
    1	-6	100	0.3	-4	2	-3	-0.3	-12	-19
> CC1(CCc2ccccc2)NC(=O)N(Cc2nnc(-c3ccccc3Br)o2)C1=O (configuration not stated)
    -13	3	101	0.2	0	-5	-16	0.4	-16	-5
